# Source: PubChem BioAssay
# V-ATPase pH: regulators of yeast V-ATPase proton pumping, primary screen, pHLuorin cytosolic pH fluorescence; S. cerevisiae; response, % at 10 µM; 0.37% of 350,000 active; in the data active = response mostly above about 7.3%, no sharp cut-off; inactive = mostly below about 5.4%; also: actives read high; inactives centre near 0; some compounds called inactive have numbers as strong as hits; reference of the scale not given here
# PKA-R2B activ: activators of PKA-R2B holoenzyme, primary screen, biochemical, fluorescence polarization, Cy5-IP20, human | cAMP-dependent protein kinase catalytic subunit beta (Homo sapiens) + cAMP-dependent … | PKA-R2B holoenzyme dissociation; R2B truncated from residue 108, S112A mutant; 0% DMSO only, 100% 113 µM cGMP | activation, % at 11.4 µM | 0.079% of 340,000 active;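 active = activation above a cutoff set at the mean over all compounds plus 3 SD, cut at about 18% in these data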;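 also: higher means more holoenzyme dissociation and a rise in polarization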
# Target sequence (P31323 whole entry, looked up, other chains not shown, the tested form may be a part): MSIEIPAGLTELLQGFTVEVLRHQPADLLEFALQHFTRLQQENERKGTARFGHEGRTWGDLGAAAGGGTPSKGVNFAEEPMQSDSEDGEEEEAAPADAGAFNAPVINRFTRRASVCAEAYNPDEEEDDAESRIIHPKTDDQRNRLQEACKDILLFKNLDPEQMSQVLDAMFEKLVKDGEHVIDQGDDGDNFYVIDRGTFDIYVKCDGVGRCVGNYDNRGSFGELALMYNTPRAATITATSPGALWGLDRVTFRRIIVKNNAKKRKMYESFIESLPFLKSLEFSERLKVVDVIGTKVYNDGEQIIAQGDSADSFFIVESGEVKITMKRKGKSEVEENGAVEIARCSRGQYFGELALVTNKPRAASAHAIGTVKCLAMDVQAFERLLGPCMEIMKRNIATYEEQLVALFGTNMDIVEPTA
# MOR-DOR ag: agonists of OPRM1-OPRD1 heterodimerization, primary screen, cell-based, luminescence; 0.3% of 340,000 active; activation, % at 9.3 µM; cells; Mu-type opioid receptor (Homo sapiens) + Delta-type opioid receptor (Homo sapiens), …; in the data active = activation above about 18%;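 also: 0% = vehicle-treated cells and 100% = reference agonist; values of inactives mirror those of a sister screen read the other way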
# DSG3 Ab inh: inhibitors of pemphigus antibody binding to DSG3, primary screen, biochemical, bead-based, flow cytometry, scFv-GFP; Desmoglein-3 (Homo sapiens), P32926; DSG3-coupled beads, scFv-anti-DSG3-GFP binding; stronger effect = lower value; binding (percent of control), % at 10 µM; 0.48% of 310,000 active;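 active = binding more than 3 SD below its plate's average and above zero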;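 also: hits lower antibody fragment binding to DSG3; some compounds called inactive have numbers as strong as hits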
# HTR5A ag ctr: HTR5A agonists in luminescence cell assay, primary screen, counter-screen for OPRM1-OPRD1 heterodimer agonist project, full-deck HTS; 5-hydroxytryptamine receptor 5A (Homo sapiens), P47898; cell-based; activation, % at 9.3 µM; 0.61% of 340,000 active; in the data active = activation mostly above about 9.5%, no sharp cut-off; inactive = mostly below about 7.6%;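 also: 0% = cells with vehicle only and 100% = reference agonist; strong numbers were not always called active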
# Target sequence (P47898 whole entry, looked up): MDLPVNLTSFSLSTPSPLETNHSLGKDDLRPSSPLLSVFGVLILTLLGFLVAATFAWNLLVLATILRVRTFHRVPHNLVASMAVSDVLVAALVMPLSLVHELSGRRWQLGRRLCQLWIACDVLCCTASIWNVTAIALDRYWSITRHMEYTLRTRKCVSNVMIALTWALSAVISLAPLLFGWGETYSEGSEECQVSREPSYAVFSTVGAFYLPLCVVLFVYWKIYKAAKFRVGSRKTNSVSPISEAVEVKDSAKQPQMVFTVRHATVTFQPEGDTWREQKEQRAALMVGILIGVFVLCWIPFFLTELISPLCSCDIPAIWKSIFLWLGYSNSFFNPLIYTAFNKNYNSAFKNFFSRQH
# OPRM1-OPRD1 inv: inverse agonists of MOR-DOR heterodimerization, primary screen, cell-based, luminescence; cell-based MOR-DOR heterodimer luminescence, inverse agonism; inhibition, % at 9.3 µM; 0.21% of 340,000 active; in the data active = inhibition above about 22%, passing the limit was not always enough;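 also: 0% = cells with DMSO and 100% = wells without cells with DMSO; values of inactives mirror those of a sister screen read the other way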
# Arr AP2 block: inhibitors of beta-arrestin/AP2 binding, primary screen, biochemical, GPCR trafficking, flow cytometry; FITC-arrestin peptide / GST-AP2 beads; AP2 beta2 appendage carries R879A mutation; 0.31% of 340,000 active; AID 504490, 2011; inhibition, % at 10 µM; beta-arrestin 1 C-terminal peptide binding to AP2 beta2-adaptin appendage (human);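 active = inhibition above a set limit, near 3 SD of compounds lacking own fluorescence, cut at about 54% in these data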;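 also: plate controls were DMSO wells for no effect and 5 µM unlabelled arrestin peptide for full effect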
#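 System: GST-AP2 R879A bound to glutathione beads, E. coli-expressed. Also added: 50 nM FITC-arrestin peptide. Schedule: compound with beads 12 min RT, then probe 1 h RT. Signal: bead flow cytometry, FITC channel. Read-out basis: percent response.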
# DAGLB inh: DAGLB lipase inhibitors, primary screen, biochemical, fluorescence, HTS. HEK293T DAGLB membrane lysate, EnzChek fluorogenic substrate. inhibition, % at 5.17 µM. 0.059% of 340,000 active. AID 504411, 2011; in the data active = inhibition above about 34%;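 also: 0% = enzyme with vehicle and 100% = wells lacking enzyme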
# HTR5A inv ctr: HTR5A inverse agonists in luminescence cell assay, primary screen, counter-screen for OPRM1-OPRD1 heterodimer inverse agonist project, full-deck HTS; HTR5A cell line, inverse agonism; AID 504634, 2011; inhibition, % at 9.3 µM; 0.083% of 340,000 active; 5-hydroxytryptamine receptor 5A (Homo sapiens), P47898; in the data active = inhibition mostly above about 23%, no sharp cut-off; inactive = mostly below about 18%;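 also: 0% = cells with DMSO and 100% = no-cell wells with DMSO; some compounds called inactive have numbers as strong as hits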
# PKA-R1A activ: activators of PKA-R1A holoenzyme, primary screen, biochemical, fluorescence polarization, Cy5-IP20, bovine R1A, mouse PKAc | PKA-R1A dissociation; scaled: DMSO 0%, 113 µM cGMP 100% | activation, % at 11.4 µM | 0.083% of 340,000 active | AID 504707, 2011;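 active = percent activation above the mean of all tested compounds plus 3 SD, cut at about 19% in these data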;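 also: higher means more PKAc released from R1A so a rise in polarization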
# * marks the source's active call; other numbers are inactive results; . = no result given.
# Each structure is followed by: V-ATPase pH	PKA-R2B activ	MOR-DOR ag	DSG3 Ab inh	HTR5A ag ctr	OPRM1-OPRD1 inv	Arr AP2 block	DAGLB inh	HTR5A inv ctr	PKA-R1A activ
[1] CNS(=O)(=O)c1ccc(CCC(=O)N2CCN(c3ccccc3OC)CC2)cc1
    -1	-9	-0.9	115	-1	4	-2	-1	3	3
[2] COc1ccc(-c2nnc(N3CCC(C)CC3)c3ccccc23)cc1
    0	-11	0.8	70	1	-4	0	0	-8	-9
[3] COc1ccc(-n2c(Cc3cccn3C)nnc2SCC(=O)Nc2cc(Cl)ccc2OC)cc1
    -2	-7	-1.6	107	-3	8	4	-1	8	-8
[4] CCOc1cc(/C=C2\N=C(SC)SC2=O)cc([N+](=O)[O-])c1OC(C)=O
    -2	-5	-1.8	99	1	7	9	10	8	-5
[5] c1ccc(-c2ncnc3nc4n(c23)CCC4)cc1
    -3	7	1.2	105	6	-6	1	0	-15	-15
[6] CC(C)(C)c1csc(NC(=O)CCc2ccccc2)n1
    -2	3	7.9	99	5	-36	15	-8	-20	5
[7] O=C1NCCC/C1=N/Nc1cc(F)ccc1F
    5	2	-3.0	107	4	16	10	-1	-1	-1
[8] Cc1ccc2c(c1)Cc1nc3ccccc3nc1-2
    1	-9	-2.4	92	-2	12	10	-2	6	0
[9] COc1ccccc1CNC(=O)C(=O)NCC1OCCCN1S(=O)(=O)c1ccc(F)cc1C (configuration not stated)
    -2	2	0.3	114	2	-1	4	0	-4	-7
[10] CC(C)(O)C#Cc1ccc(CN2CCN(CCc3ccccc3)C(CCO)C2)s1 (configuration not stated)
    -1	-3	5.2	95	1	-26	10	1	-1	-7

# Record cards, as listed above. Order of values: V-ATPase pH, PKA-R2B activ, MOR-DOR ag, DSG3 Ab inh, HTR5A ag ctr, OPRM1-OPRD1 inv, Arr AP2 block, DAGLB inh, HTR5A inv ctr, PKA-R1A activ
# Listed for CC(C)(C)c1csc(NC(=O)CCc2ccccc2)n1 → -2, 3, 7.9, 99, 5, -36, 15, -8, -20, 5
# Listed for CNS(=O)(=O)c1ccc(CCC(=O)N2CCN(c3ccccc3OC)CC2)cc1 → -1, -9, -0.9, 115, -1, 4, -2, -1, 3, 3
# Listed for Cc1ccc2c(c1)Cc1nc3ccccc3nc1-2 → 1, -9, -2.4, 92, -2, 12, 10, -2, 6, 0
# Listed for CCOc1cc(/C=C2\N=C(SC)SC2=O)cc([N+](=O)[O-])c1OC(C)=O → -2, -5, -1.8, 99, 1, 7, 9, 10, 8, -5
# Listed for O=C1NCCC/C1=N/Nc1cc(F)ccc1F → 5, 2, -3.0, 107, 4, 16, 10, -1, -1, -1

# 5 entries from above, with one line to a screen.
5. c1ccc(-c2ncnc3nc4n(c23)CCC4)cc1
6. CC(C)(C)c1csc(NC(=O)CCc2ccccc2)n1
7. O=C1NCCC/C1=N/Nc1cc(F)ccc1F
8. Cc1ccc2c(c1)Cc1nc3ccccc3nc1-2
9. COc1ccccc1CNC(=O)C(=O)NCC1OCCCN1S(=O)(=O)c1ccc(F)cc1C (configuration not stated)

assay / compound	5	6	7	8	9
V-ATPase pH	-3	-2	5	1	-2
PKA-R2B activ	7	3	2	-9	2
MOR-DOR ag	1.2	7.9	-3.0	-2.4	0.3
DSG3 Ab inh	105	99	107	92	114
HTR5A ag ctr	6	5	4	-2	2
OPRM1-OPRD1 inv	-6	-36	16	12	-1
Arr AP2 block	1	15	10	10	4
DAGLB inh	0	-8	-1	-2	0
HTR5A inv ctr	-15	-20	-1	6	-4
PKA-R1A activ	-15	5	-1	0	-7

# Next section:
# Each structure is followed by: V-ATPase pH	PKA-R2B activ	MOR-DOR ag	DSG3 Ab inh	HTR5A ag ctr	OPRM1-OPRD1 inv	Arr AP2 block	DAGLB inh	HTR5A inv ctr	PKA-R1A activ
[11] O=C(Nc1ccccc1C(=O)OC1CCOC1=O)c1ccco1 (configuration not stated)
    -2	6	-1.1	.	0	7	14	2	-1	2
[12] CCN(CC)S(=O)(=O)c1ccc(NC(=O)COC(=O)c2cc(S(=O)(=O)Nc3ccc(OC)cc3)ccc2O)cc1
    3	-2	-2.1	86	2	10	10	-1	-5	3
[13] COC(=O)Cn1c(=O)c(C)nc2ccccc21
    -2	-1	-1.6	104	3	8	8	-2	-7	-7
[14] COc1ccnc(Oc2ccccc2)n1
    -5	-3	-2.3	101	0	12	5	-2	1	-5
[15] CCOc1ccc(S(=O)(=O)N(CC)CC(=O)NCc2ccncc2)cc1
    -3	-8	-2.2	.	-2	14	25	-3	4	-4
[16] CCCCc1ccc(NC(=O)CSC2=NN3CCCC(=O)N=C3S2)cc1
    -2	-7	0.7	96	3	-4	17	-2	-7	-8
[17] CC(=O)Nc1ccc(S(=O)(=O)N(C)CC(=O)Nc2ccc(F)c(F)c2F)cc1
    0	-2	-1.7	92	1	7	3	-3	-2	-5
[18] Cc1cc2oc(=O)cc(-c3ccccc3)c2c(C)c1-c1ccc(F)c(Cl)c1
    0	-6	-0.8	74*	1	3	-1	0	-4	-8
[19] O=C(CSc1oc(-c2ccccc2)nc1S(=O)(=O)c1ccccc1)NCC1CCCO1 (configuration not stated)
    -3	-6	0.0	102	-3	0	10	-1	-5	9
[20] O=C(c1csc2c1CCCCC2)N1CCN(c2ncccn2)CC1
    0	2	-0.8	123	2	4	-4	0	-30	6
[21] C=CCNC(=O)CC(=O)N/N=C/c1cccc(C)c1
    1	9	-1.9	101	5	10	46	0	-19	-15
[22] Cc1ccc(S(=O)(=O)N2CCN(C(=O)c3cc(S(=O)(=O)N4CCOCC4)ccc3Cl)CC2)c(C)c1
    0	1	-1.7	103	13*	7	-12	-2	-18	-4
[23] COCCSc1ccccc1C(=O)Nc1ccc(Cl)cc1
    -3	10	-3.5	96	-4	16	2	0	11	-7
[24] CC(=O)Nc1ccc(NC(=O)c2c(-c3ccccc3Cl)noc2C)c(C)c1
    -3	11	-3.2	99	10	16	2	-1	-23	1
[25] COc1cc(OC)cc(C2C(C#N)=C(N)Oc3n[nH]c(-c4cccnc4)c32)c1 (configuration not stated)
    -1	-1	0.3	85	3	-2	3	-4	-3	1
[26] Oc1ccccc1C=Nc1ccccc1-c1nc2ccccc2[nH]1
    1	-13	-2.2	85	-1	11	12	0	9	-11
[27] CC(CCc1ccco1)NC(=O)CCc1nnc2ccc(NCc3ccccc3)nn12 (configuration not stated)
    -1	-3	-2.5	99	6	13	0	0	-23	-6
[28] O=C(N/N=C/c1cccnc1)c1ccco1
    -2	-5	-2.0	117	-5	10	1	1	-27	1
[29] Cc1ccccc1CN(C)C(=O)c1ccc2ccccc2n1
    -2	-1	-0.5	107	3	3	8	-1	-16	4
[30] Cc1ccc(S(=O)(=O)N(C)/N=C2/C(=O)N(CC(=O)O)c3ccccc32)cc1
    3	-6	-0.7	98	1	4	43	2	-4	11
[31] CC1(C(=O)NC2CCCC2)CCC(=O)N1Cc1cccs1 (configuration not stated)
    6	-2	-0.6	107	-1	3	4	0	3	7
[32] CCN(CC(=O)Nc1c(F)cccc1F)C(=O)C1CC(=O)N(CCc2ccccc2)C1 (configuration not stated)
    -4	-23	0.5	94	0	-3	-18	1	0	-5
[33] COc1ccc(NC(=O)CN(C)C(=O)c2ccc(C)c(S(=O)(=O)N3CCCCC3)c2)cc1
    0	5	0.7	.	3	-3	-2	2	-7	-6
[34] C=CCn1c(O)c(N=NC(=S)Nc2ccc(OC)cc2)c2ccccc21
    -6	-19	-3.6	81	-1	18	14	13	-2	0
[35] O=C(NCC1CCCO1)c1cn(Cc2ccccc2)nc1-c1ccccc1 (configuration not stated)
    2	2	0.2	101	-3	-1	13	-2	10	7
[36] COc1ccc(S(=O)(=O)N2CCCCC2)cc1NC(=O)COc1ccccc1
    -3	-6	0.4	96	6	-3	2	-1	9	4
[37] COc1cc(C(=O)NCCc2ccc3c(c2)OCCO3)ccc1OCC(=O)N1CCOCC1
    0	-8	-2.1	108	2	10	-4	-2	3	-3
[38] O=C(Cc1ccc(F)cc1)Nc1nnc(SCC(=O)N2CCCCC2)s1
    3	-5	-2.0	98	7	10	34	-2	22	-11
[39] O=C(COc1cccc2cccnc12)NCC(F)(F)F
    2	-10	-0.4	99	5	2	3	2	-38	4
[40] CC1CCCC(C)N1/N=C/c1ccc(Cl)cc1 (configuration not stated)
    -1	-9	-0.8	99	-1	4	12	3	-17	-1
[41] O=C(O)/C=C/c1cccc2c1OCCO2
    10	-6	0.7	100	-4	-4	5	0	11	1
[42] CN(C)c1nc(NCc2ccccc2)nc(SCC(N)=O)n1
    0	1	-2.6	112	-2	13	-5	0	8	-1
[43] CN(CC(=O)Nc1cccc(F)c1)C(=O)c1ccc(N2C(=O)c3ccccc3C2=O)cc1
    -1	-10	2.5	94	-3	-10	-1	-3	8	-3
[44] COc1cc(/C=C/C(=O)OCC(=O)NCCCc2ccccc2)cc(OC)c1OC
    2	1	-3.0	109	-3	12	-11	2	17	-23
[45] O=C(NN(C(=O)c1ccccc1)c1cccs1)c1ccccc1
    1	-13	-2.8	118	0	14	-1	-3	1	-9
[46] Cc1ccc(CS(=O)(=O)Cc2ccc(C(=O)NCc3ccccn3)o2)cc1
    -1	-9	0.6	108	0	-4	10	2	0	-3
[47] Clc1ccc(C2=CSC3=Nc4cccc5cccc(c45)N23)cc1
    -1	-3	8.6	95	8	-44	41	-1	-4	-7
[48] Nc1cccc2c1C(=O)N(CC(=O)NC13CC4CC(CC(C4)C1)C3)C2=O
    3	-14	0.0	115	-3	0	-24	1	-6	-4
[49] O=C(CN1C(=O)NC2(CCCC2)C1=O)Nc1cc(Cl)ccc1N1CCCC1
    -1	-6	-4.9	111	1	16	12	-5	-14	6
[50] COc1cccc(OC)c1C(=O)Nc1ccc2c(c1)OCCO2
    3	1	-2.1	95	-2	11	-4	-5	2	0
[51] COc1ccccc1N1CCN(S(=O)(=O)CCNC(=O)COc2ccccc2)CC1
    .	-9	.	97	.	.	.	-5	.	4
[52] CC(=O)c1cccc(NC(=S)NC(=O)c2ccccc2C)c1
    6	15	-1.7	.	-1	8	20	-3	2	1
[53] Fc1ccc(-c2ccc(-c3nn4c(-c5ccco5)nnc4s3)o2)cc1
    -1	-7	2.4	.	4	-15	3	0	-35	-18
[54] O=C(O)c1cccc(Nc2nc3ccccc3nc2NS(=O)(=O)c2ccc(F)cc2)c1
    0	1	-1.5	.	1	6	3	7	-6	-14
[55] CC(C)(C)CN1CCNC(=O)C1CC(=O)NC1Cc2ccccc2C1 (configuration not stated)
    -1	0	-0.2	112	4	1	-4	0	9	-6
